High-throughput results from PubChem.
Dynein cargo inh: blocks dynein driven cargo transport along microtubules | hit rate 0.47% among 220,000 | 3617.4 mouse cells, GR-EGFP nuclear translocation imaging; test concentration mostly 20 µM; stimulated with dexamethasone, 1 µM; hits give low values | z-score, hits read low | AID 1381;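 active = plate z-score of nuclear minus cytoplasmic receptor signal below a set negative limit, without overly bright fluorescence or cell loss, cut at about -3.5 in these data, passing the limit was not always enough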;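 note: z-score of nuclear minus cytoplasmic ring GR-EGFP intensity difference per well; some compounds called inactive have numbers as strong as hits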
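Also added: dexamethasone, 1.0 µM final. Medium: tet-free, stripped-serum medium. Detection: fixed, Hoechst-stained cells imaged at 10x for EGFP. Read-out: nuclear-to-cytoplasmic GR-EGFP distribution per well. Times: induction 48 h, compound 1 h, agonist 30 min.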
MT stabilize HCS: microtubule stabilization, imaging screen; hit rate 0.83% among 200,000; % tubulin-high responders, % at 10 µM; HeLa tubulin immunostaining HCS, 24 h; share of cells brighter than vehicle mean+2SD;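 active = plate Z-score above 3 for both tubulin-high and condensed-nucleus cell shares, with cell loss under 80%, at 10 µM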;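 note: anti alpha tubulin signal scored within the nucleus-defined area of each cell; some results filed as inactive read as strong as hits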
WT yeast gro inh: growth inhibition of WT yeast, mitochondrial fusion screen; mitochondrial fusion phenotypic screen, WT strain; inhibition, % at 10 µM; hit rate 2.1% among 190,000; AID 1362; in the data active = inhibition above about 58%; tested in S. cerevisiae
Insulin prom up: MIN6 insulin promoter up-regulation; MIN6 insulin promoter-GFP reporter, high-content imaging; hits give high values; z-score at 5 µM; hit rate 0.3% among 190,000;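 active = z-score above 3 at 5 µM with at least 500 cells counted in the well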
PMI inhibition: MPI inhibition at elevated mannose 6-phosphate – biochemical, fluorescence intensity, high mannose 6-phosphate, primary screen (AID 1220); hit rate 0.66% among 190,000; recombinant PMI enzyme, coupled fluorescence intensity; higher % means a stronger effect; one-dose inhibition, % at 20 µM; IC50 in µM for titrated hits
b-catenin transl: alters nuclear translocation of beta-catenin in HeLa cells | immunofluorescence imaging | hit rate 0.3% among 190,000 | AID 1665 | nuclear translocation activity, % at 5 µM;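 active = nuclear translocation activity above 50% at 5 µM, with a well cell count of 50 or more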;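 note: per-cell ratio of nuclear to cytoplasmic median beta-catenin stain intensity; plate controls were DMSO negative control for no effect and GSK-3 inhibitor IX positive control for full effect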
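Assay system: human HeLa cells, native beta-catenin; doses: 5 µM primary, 0.02–20 µM confirmation; incubation: compound treatment 24 h, 37°C, 5% CO2; technique: fluorescence imaging of beta-catenin antibody stain plus DAPI; measure: % activation, nuclear-to-cytoplasmic median beta-catenin signal ratio per cell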
Yfh1-depleted yeast: mitochondrial function rescue without frataxin homolog – Friedreich's ataxia, plus single-dose screen, dose response (AID 1465). S. cerevisiae Yfh1-off respiration, WST-1 reduction, 72 h; higher fold induction means a stronger effect. one-dose fold induction at 50 µM; EC50 in µM for titrated hits. hit rate 0.074% among 220,000;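 active = fold induction of absorbance versus untreated yeast above a set limit, then at least 30% activation at any dose in follow-up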;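 note: activators that raise dye reduction in frataxin-depleted yeast; strong numbers were not always called active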
Autophagy HCS: modulators of autophagy; calls only at 10 µM (by protocol); MEF GFP-LC3 puncta imaging; test concentration mostly 10 µM; AID 463193; hit rate 0.98% among 190,000;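 active = percentage of spot-positive cells more than 3 SD above its plate mean, without a fluorescence outlier flag or 80% toxicity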;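 note: spot-positive cell cutoff set from DMSO-treated cells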
human PMI inhibition: inhibitors of human PMI, primary screen, biochemical, fluorescence intensity, coupled assay (AID 1209). purified PMI enzyme, coupled fluorescence intensity; higher % means a stronger effect. one-dose inhibition, % at 20 µM; IC50 in µM for titrated hits. hit rate 0.42% among 190,000;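 note: plate controls were DMSO vehicle for no effect and wells lacking substrate for full effect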
WT yeast gro inh mutant strain: also measured in WT yeast gro inh; calls as there; inhibition, %; mitochondrial fusion phenotypic screen, mutant strain inhibition
Dynein cargo inh cytoplasmic EGFP: also measured in Dynein cargo inh; calls as there; z-score; measured here: cytoplasmic GR-EGFP intensity; hits give high values
Dynein cargo inh nuclear GR-EGFP: second read-out of Dynein cargo inh, no call of its own (marks repeat the call); z-score; measured here: nuclear GR-EGFP intensity;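 lower value marks the stronger effect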
Dynein cargo inh cell count: second read-out of Dynein cargo inh, no call of its own (marks repeat the call); z-score; measured here: cell count per field
Insulin prom up cell count: recorded beside Insulin prom up, whose call it bears; cell count; measured here: cytotoxicity, nuclei count;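 total cells summed across four imaged fields per well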
b-catenin transl cell count 5 µM: also measured in b-catenin transl; calls as there; cell count; measured here: cell count, cytotoxicity flag
MT stabilize HCS Hoechst-high %: also measured in MT stabilize HCS; calls as there; % Hoechst-high responders; measured here: nuclear condensation Hoechst responders;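 share of cells brighter than vehicle mean plus two SD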
MT stabilize HCS cytotoxicity %: second read-out of MT stabilize HCS, no call of its own (marks repeat the call); toxicity, %; measured here: cytotoxicity by cell density;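 0% = mean cell density of plate MIN control wells and 100% = no cells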
Autophagy HCS cell loss 18 h: further read-out of Autophagy HCS, marked with its call; toxicity, %; measured here: cell loss, nuclei count;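 cell loss after 18 h compound exposure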
Active calls of the source: *; i = inactive; nt = no result given. Cut-off read from the data, not from the text of the source, unless noted: active = inhibition above about 50%; inactive = the rest.

SMILES | Dynein cargo inh | Dynein cargo inh cytoplasmic EGFP | Dynein cargo inh nuclear GR-EGFP | Dynein cargo inh cell count | MT stabilize HCS | MT stabilize HCS Hoechst-high % | MT stabilize HCS cytotoxicity % | WT yeast gro inh | WT yeast gro inh mutant strain | Insulin prom up | Insulin prom up cell count | PMI inhibition | b-catenin transl | b-catenin transl cell count 5 µM | Yfh1-depleted yeast | Autophagy HCS | Autophagy HCS cell loss 18 h | human PMI inhibition
CC1(C)Cc2cccc(OCC(=O)O)c2O1 | 1.9 | -0.22 | 1.2 | 0.28 | 3.0 | 1.3 | 2.0 | -9 | 0 | nt | nt | -8% | -4.9 | 526 | i | i | 19 | -3%
CC1=NOC(=O)/C1=C/c1ccc(N(C)C)cc1 | 0.45 | -0.17 | 0.58 | 0.53 | 2.0 | 1.7 | 6.7 | 11 | -4 | -0.42 | 1508 | 0% | 2.9 | 1500 | i | i | 32 | 2%
O=C(Nc1ccc(O)c2c(=O)cc(-c3cccc(Cl)c3)oc12)c1ccc(F)cc1 | 1.1 | -0.76 | 0.69 | -0.83 | nt | nt | nt | nt | nt | -0.01 | 675 | nt | 1.4 | 960 | i | nt | nt | nt
CC(=O)NCC(=O)OCN1C(=O)c2ccccc2C1=O | 1.5 | -0.17 | 0.61 | 0.058 | 3.6 | 2.7 | 6.5 | -19 | 18 | nt | nt | 4% | 0.4 | 1171 | i | i | 4 | 7%
CC(=O)Nc1ccc(NC(=O)CSc2nnc(-c3ccccc3)n2Cc2ccc3c(c2)OCO3)cc1 | -1.2 | -0.23 | -1.1 | 0.077 | 2.9 | 1.4 | 1.5 | 66* | 19* | -0.52 | 1548 | 0% | 0.3 | 1359 | i | i | 2 | 4%
O=C1c2cccc3c(O)ccc(c23)C(=O)N1Cc1ccccc1 | -0.86 | 1.2 | -0.15 | 0.45 | 2.6 | 1.7 | 5.7 | 17 | 1 | nt | nt | 8% | -2.8 | 1197 | i | i | -7 | 13%
CCCNC(=O)c1nn2cc(Br)cnc2c1Br | -0.22 | -0.26 | -0.15 | 0.41 | 3.3 | 2.0 | 1.7 | 6 | 18 | 0.57 | 1319 | -5% | 1.3 | 1052 | i | i | 17 | -11%
C/C(CC1(O)C(=O)N(C)c2ccccc21)=N\O (stereo unspecified) | -0.34 | -0.22 | 0.2 | -0.64 | 5.2 | 2.8 | 11 | 0 | -8 | -0.32 | 1243 | 12% | -7.7 | 1063 | i | i | 7 | 2%
Cc1ccc2nc(NC3=NC(CC(=O)O)C(=O)N3)nc(C)c2c1 (stereo unspecified) | -0.21 | -0.26 | 0.35 | -0.3 | 1.9 | 2.5 | 8.5 | -10 | 4 | -0.14 | 1165 | -4% | -2.3 | 1137 | i | i | -10 | -3%
O=C(Cc1ccc(-c2ccccc2)cc1)NCCN1CCOCC1 | -0.051 | -0.2 | 0.19 | 0.73 | 3.1 | 1.8 | 2.1 | -2 | 2 | -0.38 | 1216 | -6% | -7.9 | 839 | i | i | 1 | -16%
CCC(C)[C@H](NC(=O)NCc1cccc(OC)c1)C(=O)O (stereo partly specified) | -0.36 | 0.94 | 0.28 | -0.3 | 5.3 | 3.5 | 4.9 | -2 | 12 | -0.66 | 1144 | -8% | 1.7 | 991 | i | i | 6 | -24%
O=C(O)CCC(=O)N1CCOc2ccc(Cl)cc21 | -1 | -0.3 | -0.23 | 1.1 | 2.5 | 1.5 | 6.7 | 0 | 2 | 0.5 | 1556 | -6% | -1.1 | 1399 | i | i | 6 | 2%
Cc1cccc2nc(Cn3c(=O)n(CCC(=O)NCc4ccco4)c(=O)c4sccc43)cc(=O)n12 | 0.72 | -0.23 | 0.44 | 0.057 | 5.8 | 1.7 | 4.0 | 6 | 23 | -0.31 | 1254 | 8% | 4.1 | 1076 | i | i | -8 | 12%
CC(/C=N/NC(=O)C(O)c1ccccc1)=C\c1ccccc1 (stereo unspecified) | -0.23 | -0.1 | -0.33 | 0.42 | 1.0 | 1.3 | 9.5 | -2 | 0 | -0.27 | 1610 | 1% | -0.1 | 1397 | i | i | -2 | 2%
CCN(CC)CC(=O)Nc1cccc(S(=O)(=O)N2CCCC2)c1 | -0.28 | -0.66 | 0.047 | -0.81 | nt | nt | nt | nt | nt | 1.5 | 989 | nt | 0.9 | 1200 | i | nt | nt | nt
CCc1cccc(C)c1NC(=S)NCC(c1cccnc1)N1CCOCC1 (stereo unspecified) | -0.072 | -0.26 | 0.034 | 1.2 | 2.6 | 1.6 | 12 | -2 | 0 | 0.51 | 1492 | -8% | -0.2 | 1057 | i | i | 10 | 1%
Cc1ccc(S(=O)(=O)n2nc(-c3ccco3)nc2N)cc1 | 0.59 | -0.35 | 0.22 | 0.34 | 2.6 | 2.4 | 6.0 | -13 | -9 | -0.07 | 1453 | -11% | 0.3 | 1110 | i | i | 26 | -8%
CCOC(=O)C1=NN(c2ccc(C)cc2)CC1C(=O)OC (stereo unspecified) | -0.47 | -0.3 | -0.51 | 1.3 | 2.3 | 4.0 | 2.9 | -24 | -2 | 0.04 | 1264 | -4% | 0.2 | 909 | i | i | -11 | 0%
Cc1cccc(OCc2nnc(SCC(=O)N3CCN(c4ccccc4)CC3)o2)c1C | 0.084 | -0.21 | 0.24 | -0.84 | 2.3 | 1.7 | 7.9 | -11 | -19 | nt | nt | 8% | 2.7 | 1009 | i | i | 2 | 14%
CC12CCC(C(=O)N(c3ccccc3Cl)C1=O)C2(C)C (stereo unspecified) | -0.16 | -0.2 | -0.082 | 0.99 | 1.8 | 1.7 | 1.4 | 14 | -9 | nt | nt | -3% | -1.5 | 1156 | i | i | 3 | 2%
CC(C)NC(=O)NC(=O)COc1ccc(Br)cc1Br | -0.03 | -0.31 | -0.36 | -0.27 | 2.7 | 3.8 | 11 | -3 | -4 | -0.35 | 1389 | 2% | nt | nt | i | i | -4 | -1%
O=[N+]([O-])c1ccc(CN2CCN(c3ccc4ccccc4n3)CC2)cc1 | 0.016 | -0.38 | -0.038 | 0.26 | 3.4 | 2.1 | 3.8 | -6 | -7 | -2 | 1213 | -14% | 1.6 | 1076 | i | i | -10 | -46%
COc1ccc(NCC(=O)N/N=C(\C)c2cc3ccccc3o2)cc1 | -0.59 | -0.3 | -0.3 | -0.14 | 2.4 | 2.9 | 9.4 | 14 | 9 | -0.65 | 1265 | 23% | -0.5 | 1035 | i | i | 35 | 2%
CC(=O)OCC(OC(C)=O)C(OC(C)=O)C(OC(C)=O)C(=O)Nc1ccccc1 (stereo unspecified) | 0.07 | -0.18 | -0.52 | -0.013 | 3.4 | 2.8 | 2.1 | -16 | -11 | 0.4 | 1635 | 6% | -0.1 | 1530 | i | i | -13 | 4%
Cc1ccc2c(c1)N(CC(=O)NCc1ccco1)C(=O)CO2 | -0.012 | -0.26 | 0.33 | 0.92 | 2.7 | 2.7 | 6.1 | -17 | -3 | nt | nt | -2% | 0.5 | 449 | i | i | -2 | 0%
CCOC(=O)N1CCN(C(=O)COc2ccccc2OC)CC1 | -0.6 | 0.09 | 0.082 | 0.21 | 1.4 | 2.9 | 15 | -5 | -9 | -0.39 | 1459 | 0% | -2.2 | 965 | i | i | 48 | 3%
CC1CCCC(n2cnc3cc(C(=O)O)ccc32)C1C (stereo unspecified) | -1.8 | -0.28 | -0.36 | 2 | 4.9 | 1.6 | 6.2 | -1 | -2 | nt | nt | 1% | -2.6 | 598 | i | i | 17 | -5%
COC(=O)CN1C(=S)N(c2ccc(OC)cc2)C(=O)C1CC(=O)Nc1ccc(F)cc1 (stereo unspecified) | -0.96 | -0.18 | -0.67 | -0.49 | 1.2 | 2.2 | 6.2 | 0 | -4 | -0.19 | 1155 | 5% | 1.5 | 1060 | i | i | 11 | 9%
O=C(Nc1nc(-c2ccccn2)cs1)c1cccc(-n2cnnn2)c1 | 1 | -0.18 | 0.61 | -0.71 | nt | nt | nt | nt | nt | -5.8 | 803 | nt | 3.1 | 1265 | i | nt | nt | nt
CCC1CCCCN1C(=O)CSc1nnc(-c2ccc(OC)cc2)o1 (stereo unspecified) | -1.2 | -0.22 | -0.49 | 0.25 | 5.8 | 1.7 | 4.1 | 2 | -6 | nt | nt | -7% | -1.8 | 1147 | i | nt | nt | 3%
Cc1ccc(OCC(=O)Nc2cc(S(=O)(=O)N3CCOCC3)ccc2Cl)c([N+](=O)[O-])n1 | -0.2 | -0.41 | 0.11 | -0.31 | nt | nt | nt | nt | nt | -0.47 | 1067 | nt | -0.3 | 1309 | i | nt | nt | nt
Cc1ncc(N=Nc2ccccc2)c(-c2ccccc2)n1 | 0.08 | -0.22 | -0.1 | -0.41 | 2.9 | 2.0 | 4.2 | 22 | 21 | nt | nt | 4% | nt | nt | i | i | 5 | 6%
CCC(C)(C)NC(=O)C(c1ccc(F)cc1)N(Cc1ccco1)C(=O)c1cnccn1 (stereo unspecified) | 0.22 | -0.2 | 0.61 | 0.13 | 2.9 | 1.9 | 5.9 | -8 | 19 | -0.04 | 1403 | -6% | -4.2 | 1151 | i | i | 23 | -1%

Look-ups from the entries so far.
Dynein cargo inh nuclear GR-EGFP result of CC1CCCC(n2cnc3cc(C(=O)O)ccc32)C1C (stereo unspecified) is entered as -0.36
Dynein cargo inh cell count result of CC(=O)OCC(OC(C)=O)C(OC(C)=O)C(OC(C)=O)C(=O)Nc1ccccc1 (stereo unspecified) is entered as -0.013
